Bcl-B displacement: displacers of TR3 peptide from Bcl-B, primary screen, selectivity assay for Bfl-1 inhibitor project, biochemical, fluorescence polarization; FP displacement of FITC-TR3 peptide from Bcl-B; higher % means a stronger effect; one-dose displacement, % at 20 µM; IC50 in µM for titrated hits; 0.11% of 96,000 active;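 active = displacement above 50% at 20 µM plus a fluorescence interference ratio under 1.5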;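 also: plate controls were wells without compound for no effect and wells lacking Bcl-B protein for full effect; a part of the inactive calls stands beside numbers as strong as those of hits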
PLAP inhibitors HTS: PLAP enzyme inhibitors, biochemical, luminescence, HTS (AID 690). purified PLAP, luminescent substrate; higher % means a stronger effect. inhibition, % at 20 µM; hits with a dose series show IC50 in µM. 0.08% of 96,000 active; in the data active = a potency from the dose series; inactive = the rest, 99 in 100 with inhibition below about 30%; also: strong numbers were not always called active
MRP reversal: reverses drug resistance mediated by MRP | differential viability (reversal), % at 10 µM | 0.04% of 85,000 active | H69AR cells + 2 uM doxorubicin, CellTiter-Glo, 72 h | AID 602;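 active = viability drop by adding the cancer drug above about 55%, with treated viability meeting a 40% cutoff, limit read from the data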;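 also: viability without doxorubicin minus viability with 2 µM doxorubicin for each compound; larger differential means the compound sensitizes cells more to doxorubicin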
IL1B NFkB inh: blocks IL-1B driven NFkB nuclear translocation in HUVEC cells; 0.43% of 94,000 active; AID 796; HUVEC IL-1B NFkB p65 nuclear translocation imaging; inhibition, % at 2 µM;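 active = inhibition above about 30% together with a positive call from visual inspection of the well image, limit read from the data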;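 also: nuclear over cytoplasmic p65 intensity ratio measured by imaging; 0% = IL-1B stimulated DMSO wells and 100% = unstimulated DMSO wells; values of inactives mirror those of a sister screen read the other way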
NFkB transloc pot: enhances IL-1B driven NFkB nuclear translocation; AID 819; 0.3% of 94,000 active; activation, % at 2 µM; HUVEC IL-1B NFkB p65 nuclear translocation imaging;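 active = activation above 40%, about the mean plus 3 SD, also judged a hit on visual image review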;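 also: percent activation is computed from the nuclear over cytoplasmic p65 intensity ratio; values of inactives mirror those of a sister screen read the other way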
MRP reversal cytotoxicity: further read-out of MRP reversal, marked with its call; viability, %; H69AR cells, CellTiter-Glo, 72 h; measured here: cytotoxicity without doxorubicin
MRP reversal with doxorubicin: second read-out of MRP reversal, no call of its own (marks repeat the call); viability, %; measured here: viability with 2 uM doxorubicin; hits give low values
IL1B NFkB inh cell count 2 µM: further read-out of IL1B NFkB inh, marked with its call; cell count; measured here: cells passing quality filter;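 raw number of nuclei counted in each imaged well without normalization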
NFkB transloc pot cell count 2 µM: second read-out of NFkB transloc pot, no call of its own (marks repeat the call); cell count; measured here: cells passing quality filter
* hit, by the source's call; nt = not tested or not shown. These rows are one share of the data; rates above refer to the full screens.

SMILES	Bcl-B displacement	PLAP inhibitors HTS	MRP reversal	MRP reversal cytotoxicity	MRP reversal with doxorubicin	IL1B NFkB inh	IL1B NFkB inh cell count 2 µM	NFkB transloc pot	NFkB transloc pot cell count 2 µM
Cc1cccc(N=Cc2cc3c(cc2[N+](=O)[O-])OCO3)c1	-13%	-15%	nt	nt	nt	nt	nt	nt	nt
COc1ccc(-c2cc(C(=O)Nc3cnn(Cc4ccccc4C)c3)no2)cc1OC	-2%	-2%	nt	nt	nt	2	182	-3	182
O=C(NNC(=O)[C@@H]1CCCC[C@@H]1C(=O)O)c1cccs1	nt	nt	13	103	91	6	101	-6	101
N#C/C(=C1/CCCCCN1)c1nc2ccccc2s1	-95%	10%	-8	73	80	2	184	-2	184
COC(=O)CCCCCCCCC(=O)Nc1nc2ccccc2s1	-7%	12%	7	79	73	-12	163	12	163
N#Cc1nc(-c2ccc(F)cc2)oc1NCCN1CCOCC1	-1%	-16%	nt	nt	nt	-7	56	7	56
O=C(/C=C/c1cccs1)c1cc(Cl)ccc1OC(=O)N1CCOCC1	7%	-10%	nt	nt	nt	-9	147	9	147
COc1ccc(OC)c(-c2nnc(SCC(=O)NC3CCCCC3)o2)c1	-2%	-14%	13	87	74	nt	nt	nt	nt
CCCCOc1ccccc1C(=O)NCC(=O)O	-2%	11%	7	96	89	nt	nt	nt	nt
NNC(=O)CNC(c1ccccc1)c1cc(Br)ccc1NC(=O)CCN1CCOCC1 (stereo unspecified)	2%	-20%	nt	nt	nt	-6	84	6	84

Three of the compounds above, with values under each structure:
The line under a structure holds: Bcl-B displacement | PLAP inhibitors HTS | MRP reversal | MRP reversal cytotoxicity | MRP reversal with doxorubicin | IL1B NFkB inh | IL1B NFkB inh cell count 2 µM | NFkB transloc pot | NFkB transloc pot cell count 2 µM
- N#Cc1nc(-c2ccc(F)cc2)oc1NCCN1CCOCC1
 : -1% | -16% | nt | nt | nt | -7 | 56 | 7 | 56
- COc1ccc(-c2cc(C(=O)Nc3cnn(Cc4ccccc4C)c3)no2)cc1OC
 : -2% | -2% | nt | nt | nt | 2 | 182 | -3 | 182
- COC(=O)CCCCCCCCC(=O)Nc1nc2ccccc2s1
 : -7% | 12% | 7 | 79 | 73 | -12 | 163 | 12 | 163

Returning to the listing with the 4 entries that preceded the break.
SMILES	Bcl-B displacement	PLAP inhibitors HTS	MRP reversal	MRP reversal cytotoxicity	MRP reversal with doxorubicin	IL1B NFkB inh	IL1B NFkB inh cell count 2 µM	NFkB transloc pot	NFkB transloc pot cell count 2 µM
O=C(/C=C/c1cccs1)c1cc(Cl)ccc1OC(=O)N1CCOCC1	7%	-10%	nt	nt	nt	-9	147	9	147
COc1ccc(OC)c(-c2nnc(SCC(=O)NC3CCCCC3)o2)c1	-2%	-14%	13	87	74	nt	nt	nt	nt
CCCCOc1ccccc1C(=O)NCC(=O)O	-2%	11%	7	96	89	nt	nt	nt	nt
NNC(=O)CNC(c1ccccc1)c1cc(Br)ccc1NC(=O)CCN1CCOCC1 (stereo unspecified)	2%	-20%	nt	nt	nt	-6	84	6	84
O=C(O)c1ccc(S(=O)(=O)Cc2ccccc2)cc1	-2%	-15%	-3	102	105	0	147	0	147
Cc1cc(=O)n(-c2ccc3ccccc3n2)[nH]1	10%	-128%	4	96	92	-11	166	11	166
CCCc1cc(N2CCCC(C(=O)Nc3ccc(OC)cc3OC)C2)n2ncnc2n1 (stereo unspecified)	2%	-28%	1	102	102	-8	119	8	119
CCC(C)NC(=O)CCC(=O)Nc1ccc2nc(N3CCOCC3)cc(C)c2c1 (stereo unspecified)	0%	-15%	-9	91	100	-14	108	14	108
O=C(CSc1ncccn1)NCCc1ccccc1	7%	-2%	-5	95	100	nt	nt	nt	nt
Cn1c(NCCc2ccccc2)cc(=O)n(C)c1=O	-4%	-16%	nt	nt	nt	4	161	-4	161
COc1ccc(-c2cc(-c3ccccc3)n3ncnc3n2)cc1	-2%	15%	nt	nt	nt	10	127	-10	127
C=C(C)Cn1c(CCNC(=O)C(C)(C)C)nc2ccccc21	-3%	3%	-5	94	99	nt	nt	nt	nt
Cc1nc2sc(C(c3ccco3)N3CCN(c4ccccc4)CC3)c(O)n2n1 (stereo unspecified)	-5%	-62%	10	93	83	nt	nt	nt	nt
CCOc1ccc(Br)cc1S(=O)(=O)Nc1ccc(N2CCOCC2)cc1	3%	-13%	nt	nt	nt	17	148	-17	148
O=C(CCC(=O)NC1CCCCCC1)Nc1nnc(C(F)(F)F)s1	2%	-9%	1	92	91	7	88	-7	88
O=C(Nc1nccs1)c1ccccc1N=Cc1ccccc1	-4%	18%	nt	nt	nt	-13	184	13	184
CC(=O)c1sc(Nc2nc(C)cc(C)n2)nc1C	-7%	-16%	-26	29	55	-8	184	8	184
COc1ccc(-c2noc(CSc3nnc(Cc4ccccc4)n3-c3ccc(Cl)cc3)n2)cc1	-15%	-52%	-12	13	24	6	118	-6	118
Cc1ccc2[nH]c(-c3ccccc3)cc(=O)c2c1	3%	-5%	-17	33	50	19	79	-19	79
CC1CCN(c2c(NCC3CCC(C(=O)N4CCCCC4)CC3)c(=O)c2=O)CC1 (stereo unspecified)	14%	-15%	7	89	82	-26	184	26	184
CCc1ccc(-n2c(Cn3nc(C(F)(F)F)cc3C)n[nH]c2=S)cc1	2%	-8%	nt	nt	nt	10	186	-11	186
O=C1/C(=N/n2cnnc2)c2ccccc2N1Cc1ccccc1	-7%	24%	-9	17	27	1	116	-1	116
CCc1ccc2nc(NC(=O)CSCc3c(C)noc3C)sc2c1	nt	nt	18	93	75	-6	180	5	180
CC(=O)NNc1cc(=O)c2c(=O)n(C)c(=O)n(C)c2[nH]1	1%	11%	nt	nt	nt	-13	199	13	199
Cc1cc(Br)cc2c(C(=O)Nc3c(C)n(C)n(-c4ccccc4)c3=O)cc(-c3cccs3)nc12	-56%	-37%	nt	nt	nt	-9	130	9	130
Cc1ccn2cc(CSc3ccccc3)nc2c1	-3%	22%	21	106	86	-18	187	18	187
CC1CCN(C(=O)c2scc3c2OCCO3)CC1	6%	-8%	-16	89	105	-40	93	40	93
CCN(CC)C(=O)Cn1ncc2c1-c1ccccc1OC2	-4%	17%	21	98	77	5	60	-5	60
CCc1ccccc1NC(=O)c1onc(C)c1Cl	4%	14%	-4	80	84	-4	176	4	176
CCOCCCNC(=O)C(c1ccccc1)N(Cc1ccc2c(c1)OCO2)C(=O)CNC(C)=O (stereo unspecified)	14%	-34%	1	95	93	-11	154	11	154
CCN1CCN(Cc2c(C)[nH]c3ccc(C(=O)OC)cc3c2=O)CC1	-5%	13%	-20	83	103	4	103	-4	103
CSc1nc(=O)n(-c2ccccc2)c(C)c1C(C)=O	12%	-10%	7	99	93	-19	201	19	201
CN(C)c1ccc(/C=N\NC(=O)c2csnn2)cc1	6%	-7%	nt	nt	nt	-6	153	6	153
CC1CCCC(C)N1C(=O)c1cc(-c2ccc(Cl)c(Cl)c2)on1 (stereo unspecified)	-3%	2%	2	93	91	-9	176	9	176
O=C(NCc1cccs1)[C@@H]1CSC2c3ccccc3C(=O)N21 (stereo partly specified)	2%	-49%	2	98	96	-13	171	13	171
COC(=O)C1=C(C)n2nnnc2NC1c1cc2ccccc2o1 (stereo unspecified)	-2%	-21%	-3	82	84	nt	nt	nt	nt
O=C(c1ccco1)N1CCN(C(=O)c2cc3c(=O)oc4ccccc4c3s2)CC1	-12%	3%	18	98	80	-29	131	29	131
CC12CCC(C(=O)Nc3ccc(SC(F)F)cc3)(CC1=O)C2(C)C (stereo unspecified)	-4%	10%	nt	nt	nt	8	106	-8	106
CC1=C(C(=O)OCc2ccc3c(c2)OCO3)C(c2ccccc2OCc2ccccc2)NC(=O)N1 (stereo unspecified)	-24%	-50%	-7	77	85	-23	70	23	70
C=CCNC(=O)C1CC(=O)N(c2ccc(OCC(=O)Nc3ccc(Cl)c(C(F)(F)F)c3)cc2)C1 (stereo unspecified)	-6%	33%	-5	14	19	-28	55	28	55
CNC(=O)N(C1=NCC(C)S1)c1ccc(F)cc1F (stereo unspecified)	-8%	16%	6	87	81	8	91	-8	91
CC(C)=CCCC(C)CN1CCC(O)CC1 (stereo unspecified)	-6%	11%	-6	85	91	-1	81	1	81
Cc1cc(OCc2ccc(F)cc2)nc(-c2ccccc2O)n1	1%	23%	19	104	85	4	86	-4	86
CC(CC(=O)NC1CCSC1=O)c1ccccc1 (stereo unspecified)	2%	-1%	21	114	93	-10	152	11	152
COc1cccc(-c2nnc(NC(=O)c3ccc(S(=O)(=O)N(CC(C)C)CC(C)C)cc3)o2)c1	-6%	-4%	-5	13	18	-6	153	6	153
CC(=O)c1cccc(NC(=O)c2onc(C)c2Cl)c1	-11%	22%	-2	79	81	5	170	-5	170
Cc1ccc(NC(=S)N/C(=N/S(=O)(=O)c2ccccc2)c2ccccc2)cc1	-20%	-3%	-1	90	91	-11	62	11	62
COc1cc2nc(CN(CCC(C)C)Cc3nc4cc(OC)c(OC)cc4c(=O)[nH]3)[nH]c(=O)c2cc1OC	-7%	-39%	nt	nt	nt	-11	97	11	97
Cc1ccc(NC(=O)CC(O)(C(F)(F)F)C(F)(F)F)c(Br)c1	-10%	-14%	1	83	83	-14	113	14	113
O=C(CC1C(=O)NCCN1C(=O)Nc1ccccc1)Nc1cccc(C(F)(F)F)c1 (stereo unspecified)	-6%	14%	-6	47	53	2	96	-2	96
COC(=O)CSC1=C(C#N)C(c2ccc(C)cc2)C2=C(CCCC2=O)N1 (stereo unspecified)	-1%	-1%	13	100	87	5	152	-5	152
Cc1ccc(OCCNC(=O)Cn2cnc3c(=O)n(C)c(=O)n(C)c32)cc1C	nt	nt	22	97	75	-6	141	6	141
O=C(CN(C(=O)C1COc2ccccc2O1)c1ccccc1)NCC1CCCO1 (stereo unspecified)	12%	-70%	-3	93	96	3	215	-3	215
CC(=O)O[C@@H]1[C@@H](OC(C)=O)[C@H](n2ccc3cc([N+](=O)[O-])ccc32)OC[C@@H]1OC(C)=O	nt	nt	5	87	82	4	169	-3	169
(next part)
SMILES	Bcl-B displacement	PLAP inhibitors HTS	MRP reversal	MRP reversal cytotoxicity	MRP reversal with doxorubicin	IL1B NFkB inh	IL1B NFkB inh cell count 2 µM	NFkB transloc pot	NFkB transloc pot cell count 2 µM
CCN1CCN(c2cc(C)c3cc(NC(=O)c4ccc(Br)o4)ccc3n2)CC1	-6%	-48%	-30	41	71	0	108	0	108
COc1cccc(-n2nnnc2SCC(=O)Nc2cccc(NC(C)=O)c2)c1	1%	0%	5	98	93	1	116	-1	116
C=CCn1c(CCNC(=O)c2cccs2)nnc1SCC(=O)Nc1cccc(Cl)c1C	1%	18%	-14	57	71	24	59	-24	59
COc1ccccc1C1C=C(c2ccccc2)Nc2nnnn21 (stereo unspecified)	nt	nt	3	11	7	-3	113	3	113
Cc1ccc([N+](=O)[O-])cc1NC1OC(CO)C(O)C1O (stereo unspecified)	2%	21%	nt	nt	nt	10	137	-10	137
COc1ccc(C(C(=O)NC2CCCCC2)N(C(=O)c2sc(C)nc2C)c2ccccc2C)cc1 (stereo unspecified)	-8%	-29%	nt	nt	nt	-21	163	22	142
CCN1C(=O)/C(=C\c2cccs2)C(C(=O)OC)=C1C	1%	31%	1	97	96	-7	141	7	141
CCOC(=O)c1ccc(NC(=O)c2ccc3c(c2)OCO3)cc1	-6%	22%	15	96	81	-2	99	2	99
CCc1ccc2c(c1)C(c1ccc([N+](=O)[O-])cc1)=NNC(c1ccc(F)cc1)=N2	-1%	9%	nt	nt	nt	-1	148	1	148
Cc1cc(C(=O)C(=O)NC(C)C)c(C)n1-c1ccc([N+](=O)[O-])cc1	-1%	10%	nt	nt	nt	16	107	-16	107
O=C(c1ccc2c(c1)c(=O)oc1ccccc12)N1CCCCC1	nt	nt	-3	92	95	-2	145	2	145
CCOC(=O)C1CCCN(C(=O)CCc2ccccc2)C1 (stereo unspecified)	-7%	-3%	12	100	88	1	103	-1	103
O=C(CSc1nnc(-c2ccco2)n1-c1ccccc1)NCc1ccc2c(c1)OCO2	2%	6%	6	90	84	10	169	-10	169
CCOc1ccc(-n2c(C)nc3c(cnn3-c3ccc(Cl)cc3)c2=O)cc1	-3%	28%	nt	nt	nt	9	139	-9	139

Assay outcomes as filed in PubChem.
